Screens: PubChem, Sanford-Burnham Center for Chemical Genomics
SENP6 block: blocks the human protease SENP6. 330,000 tested, 1.8% active. AID 2599. inhibition, % at 10 µM. Recombinant SENP6 catalytic domain, aminoluciferin luminescence. Q9GZR1;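 active means inhibition above about 50% at the single tested dose, limit read from the data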;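 further: plate controls were DMSO wells with enzyme for no effect and DMSO wells lacking enzyme for full effect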
SENP8 block-1: SENP8 protease inhibition; Q96LD8; purified SENP8, Z-RLRGG-aminoluciferin cleavage, luminescence; inhibition, % at 10 µM; 330,000 tested, 1.2% active; AID 2540; in the data active means inhibition above about 50%
Target sequence (Q96LD8 whole entry, looked up): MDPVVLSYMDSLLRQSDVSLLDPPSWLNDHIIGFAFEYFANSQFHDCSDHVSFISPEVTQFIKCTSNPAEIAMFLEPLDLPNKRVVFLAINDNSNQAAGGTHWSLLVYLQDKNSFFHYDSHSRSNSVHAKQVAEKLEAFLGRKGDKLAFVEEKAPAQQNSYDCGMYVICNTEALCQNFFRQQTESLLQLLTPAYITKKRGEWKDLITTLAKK
SENP8 block-2: inhibitors of human SENP8 protease. AID 602440. inhibition, % at 20 µM. recombinant SENP8, Nedd8 substrate fluorescence. 360,000 tested, 0.64% active. Q96LD8; in the data active means inhibition mostly above about 40%, no sharp cut-off; inactive means mostly below about 27%
SENP1 inh: inhibitors of human SENP1 SUMO protease catalytic domain; AID 624204; recombinant SENP1 catalytic domain, CyPet-SUMO1-YPet FRET cleavage; inhibition, % at 10 µM; Q9P0U3; 360,000 tested, 0.21% active;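 active means inhibition at least 30% at 10 µM, raw YFP signal under a set limit, fluorescence ratio 0.5 to 1.5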;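 further: 0% = enzyme with DMSO and 100% = no enzyme wells; some results filed as inactive read as strong as hits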
Target sequence (Q9P0U3 419-644 limits assumed): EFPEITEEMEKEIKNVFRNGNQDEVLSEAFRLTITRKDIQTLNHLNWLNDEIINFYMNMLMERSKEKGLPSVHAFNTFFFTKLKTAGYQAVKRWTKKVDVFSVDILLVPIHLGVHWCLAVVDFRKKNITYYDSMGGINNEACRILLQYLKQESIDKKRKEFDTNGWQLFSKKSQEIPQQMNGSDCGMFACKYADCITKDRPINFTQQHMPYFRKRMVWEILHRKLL
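Controls: no-enzyme wells low, DMSO-plus-enzyme wells high control. Test system: human recombinant His6-tagged SENP1 catalytic domain enzyme. Reagent: SFCypet-SUMO1-SFYpet FRET protein substrate, 25 nM final. Doses: one dose per compound, 10 µM, 0.5% DMSO. Detection: FRET, CFP and YFP emission. Timing: 50 min reaction at room temperature.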
Apaf-1 inh: inhibitors of human Apaf-1 apoptosome | O14727 | reconstituted apoptosome caspase-3 activity, DEVD-Rh110 fluorescence | inhibition, % at 20 µM | 330,000 tested, 0.71% active; active means inhibition of at least 40% at 20 µM;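 further: plate controls were DMSO wells for no effect and DEVD-CHO caspase inhibitor wells for full effect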
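Assay system – apoptosome proteins · Medium – Hepes buffer, pH 7.5 · Also added – cytochrome c with DEVD-Rh110 · Timing – 30 min compound preincubation, 50 min activation, room temperature · Detection – Rh110 fluorescence, excitation 480 nm, emission 540 nm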
UBC13 inh: blocks human UBC13 polyubiquitin chain formation | P61088 | TR-FRET | inhibition, % at 20 µM | 330,000 tested, 0.47% active | AID 485273; in the data active means inhibition above about 45%, passing the limit was not always enough
Target sequence (P61088 whole entry, looked up): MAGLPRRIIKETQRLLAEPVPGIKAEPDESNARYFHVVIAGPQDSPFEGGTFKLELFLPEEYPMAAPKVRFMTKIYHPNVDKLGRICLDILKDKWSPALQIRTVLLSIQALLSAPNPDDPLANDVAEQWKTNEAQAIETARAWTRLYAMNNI
APOBEC3G inh: blocks human APOBEC3G single-stranded DNA deamination. inhibition, % at 20 µM. 330,000 tested, 0.28% active. recombinant A3G, ssDNA deamination FAM/TAMRA fluorescence. AID 493012. Q9HC16;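 active means inhibition of at least 40% at 20 µM, with no more than 30% in the related APOBEC3A deaminase screen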;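 further: plate controls were DMSO wells with A3G for no effect and wells lacking A3G enzyme for full effect; some compounds called inactive have numbers as strong as hits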
SENP7 inh: blocks the human protease SENP7 | inhibition, % at 5 µM | 330,000 tested, 1.5% active | recombinant SENP7, Z-RLRGG-aminoluciferin luminescence, 40 min;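 active means inhibition above about 50% at the single test dose, limit read from the data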;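 further: plate controls were DMSO with enzyme for no effect and no enzyme buffer wells for full effect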
Target sequence (Q9BQF6 706-1050 limits assumed): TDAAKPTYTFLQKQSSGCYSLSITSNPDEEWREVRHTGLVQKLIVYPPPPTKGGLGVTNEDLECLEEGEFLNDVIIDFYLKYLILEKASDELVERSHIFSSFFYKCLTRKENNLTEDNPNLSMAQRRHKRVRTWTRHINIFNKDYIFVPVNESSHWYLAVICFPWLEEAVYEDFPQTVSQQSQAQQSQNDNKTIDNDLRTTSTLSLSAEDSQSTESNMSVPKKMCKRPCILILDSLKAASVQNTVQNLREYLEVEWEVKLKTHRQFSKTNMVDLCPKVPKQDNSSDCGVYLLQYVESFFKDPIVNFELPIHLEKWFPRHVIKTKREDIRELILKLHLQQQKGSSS
Numbers without * were called inactive; i = inactive.

Below each SMILES – SENP8 block-2 | SENP6 block | SENP1 inh | APOBEC3G inh | Apaf-1 inh | SENP7 inh | SENP8 block-1 | UBC13 inh
CCOc1ccc(S(=O)(=O)NCCSCc2ccco2)cc1
→ 9.4 | -21.9 | -0.8 | 6.4 | 8.7 | 5.6 | -1.3 | 1.5
O=C(Nc1ccccc1F)C1CCCC1
→ 31.2 | -14.0 | -1.2 | -6.6 | -3.3 | 2.8 | -10.0 | -7.5
OCC#CCSc1nnc(-c2ccccc2Br)o1
→ 7.9 | 8.1 | 2.0 | -3.5 | -4.0 | 6.6 | 2.4 | -5.4
CCOC(=O)C(=Nc1ccccc1)NO
→ 9.8 | 1.6 | 1.9 | -3.5 | -4.4 | 3.0 | 2.1 | 0.7
O=[N+]([O-])c1ccccc1CNC1CCCCCC1
→ 2.0 | -6.4 | 2.5 | -3.0 | -12.2 | -2.0 | 0.2 | -1.2
CC(=O)N1c2ccc(S(=O)(=O)NCCC(=O)N(C)Cc3ccccc3)cc2CC1C (stereo unspecified)
→ 4.9 | -7.9 | -1.1 | -2.5 | 5.7 | -9.3 | 11.1 | 3.3
O=C(Oc1ccc(-c2cnc3ccccc3n2)cc1)c1ccc(Cl)c([N+](=O)[O-])c1
→ -73.6 | 16.9 | 1.1 | -3.9 | 1.6 | 41.8 | 13.5 | -21.0
CC(OC(=O)c1n[nH]c2ccccc12)C(=O)Nc1ccccc1[N+](=O)[O-] (stereo unspecified)
→ 32.3 | 2.0 | 1.0 | -8.5 | 2.9 | -3.7 | 0.2 | 7.4
COc1ccc(NC(=O)CCNS(=O)(=O)c2ccc(NC(C)=O)cc2)cc1Cl
→ 9.7 | -3.8 | -0.3 | -4.5 | -1.1 | 1.4 | -0.9 | 0.5
CCn1cc(C(=O)O)c(=O)c2cnc(N3CCN(C(=S)NC(=O)c4ccc(OC)cc4)CC3)nc21
→ -33.7 | 8.3 | 0.2 | -5.2 | 6.1 | 6.0 | 0.8 | -9.1
CC(=O)NCCOC(=O)Nc1sc(=S)n(C)c1C
→ 28.3 | -0.9 | 2.3 | -4.7 | -9.1 | 2.5 | 2.5 | 2.0
Cc1ccc(SCc2ccc(C(=O)Nc3ccccc3C(=O)NC(C)C)cc2)cc1
→ 9.3 | -20.2 | 1.2 | -3.6 | -4.7 | 0.1 | -7.9 | 3.3
O=C(CCCC1=NS(=O)(=O)c2ccccc2N1)Nc1ccccc1
→ 10.3 | 6.9 | 3.1 | 26.2 | -1.2 | 8.2 | 6.7 | 3.3
COc1cc(C(=O)Nc2cc(C)ccc2C)ccc1OCc1c(C)noc1C
→ 5.6 | -3.7 | 1.9 | -8.2 | 4.7 | -9.2 | -15.4 | -8.7
CC(C)C[C@H]1COCCS(=O)(=O)N1Cc1cccc(F)c1
→ 6.7 | -1.1 | 3.9 | -0.1 | 0.9 | -10.6 | -3.3 | -2.1
CN(C)CCN1C(=O)C2C(C(=O)Nc3cc(Cl)cc(Cl)c3)C3C=CC2(O3)C1C(=O)NC1CCCCC1 (stereo unspecified)
→ 6.1 | -2.7 | 1.5 | 14.3 | 6.8 | 11.5 | -0.6 | 1.6
Cc1ccc(S(=O)(=O)c2nc(-c3ccc(F)cc3)oc2SCC(=O)NCC2CCCO2)cc1 (stereo unspecified)
→ 17.7 | -15.8 | -0.8 | -3.2 | 11.1 | -2.3 | 8.1 | -3.9
COc1ccc(CCN(C)C(=O)CN2C(=O)NC3(CCCCC3C)C2=O)cc1OC (stereo unspecified)
→ 7.0 | 5.9 | 1.9 | -8.6 | 2.0 | -1.4 | -3.8 | 7.1
Cn1cc(Cl)c(C(=O)OCC(=O)c2ccccc2)n1
→ 4.5 | 22.4 | 2.0 | -1.4 | 2.2 | -4.3 | -9.7 | -2.2
CC(C)(C)NCCCCOc1ccccc1F
→ 5.5 | 5.5 | -0.5 | -2.2 | -6.7 | 84.2* | -3.9 | -4.0
O=C(Nc1ccc(OC(F)F)c(Cl)c1)C(c1ccccc1)c1ccccc1
→ 14.1 | 5.2 | 3.3 | -3.7 | 33.6 | 5.3 | -1.6 | -2.5
Cc1ccc(NC2c3ncccc3C(=O)N2C2CCCCC2)cc1 (stereo unspecified)
→ 10.0 | -9.5 | -0.4 | -3.3 | -5.5 | 0.4 | -0.6 | -7.8
CNC(=O)COc1coc(CN2CCN(c3cccc(Cl)c3)CC2)cc1=O
→ 7.6 | -10.8 | 1.0 | -1.5 | -5.7 | -19.7 | -12.6 | -4.3
N/C(COc1cc(Cl)cc(Cl)c1)=N\O
→ 7.2 | -12.6 | 1.3 | -3.7 | -6.8 | -0.2 | -0.4 | -6.1
CCC(CC)C(=O)Nc1nnc(S(=O)(=O)N2CCc3ccccc32)s1
→ 7.0 | 0.7 | -3.4 | -6.5 | 14.5 | 1.7 | 2.1 | -2.1
COCC(=O)Oc1c(S(=O)(=O)c2ccc(C)cc2)c(C)nn1C(C)(C)C
→ 4.4 | -34.0 | -0.5 | -6.5 | 2.1 | 1.9 | 5.5 | -3.6
O=C(NCCN1CCOCC1)C(=O)NCC1OCCN1S(=O)(=O)c1ccc(Br)cc1 (stereo unspecified)
→ 3.1 | -13.9 | 0.7 | -8.3 | -3.2 | -5.5 | -4.3 | 4.2
CCN(CC)C(=O)CN1C(=O)c2cccc3cccc(c23)C1=O
→ -382.2 | 8.7 | -2.4 | -5.6 | 1.7 | 3.9 | 5.7 | -1.4
O=C1OC2(c3ccccc3)C3CCCC2C13
→ 4.5 | -11.6 | 1.9 | -6.2 | -1.9 | -9.9 | -7.3 | 0.3
CC(NC(=O)Cc1ccc(S(=O)(=O)N2CCOCC2)s1)c1ccc(Cl)c(Cl)c1 (stereo unspecified)
→ 8.1 | -3.2 | -2.7 | -8.6 | 10.1 | -4.9 | -2.3 | -1.6
COc1ccc(NS(=O)(=O)NC(=O)c2c[nH]c3ccccc23)cc1
→ 29.9 | 5.9 | 0.9 | -6.0 | -15.6 | 4.2 | -1.9 | -0.9
Cc1cc(C)c2c(N)c(C(=O)Nc3ccccc3Cl)sc2n1
→ -424.3 | -12.8 | -76.3 | -2.0 | -6.3 | 4.3 | -8.9 | 3.2
Oc1ccccc1/C=N/n1c(COc2ccccc2)n[nH]c1=S
→ 9.9 | -13.3 | -14.1 | 30.4 | 7.6 | 6.2 | -2.0 | -3.9
Cn1c(=O)c2c(nc(N3CCCCC3)n2C)n(C)c1=O
→ 9.2 | -24.8 | -1.0 | 11.8 | 14.4 | -0.7 | -0.1 | -0.4
COc1ccc(C2=CC(=O)OC3(CCCCC3)O2)cc1
→ 24.2 | -8.6 | 0.1 | -6.6 | 13.8 | 3.5 | 0.2 | 6.1
CC(C(=O)NC1=NCCS1)(C(F)(F)F)C(F)(F)F
→ 3.2 | 5.6 | 0.5 | -4.8 | 0.0 | -1.5 | -0.8 | 2.8
COC(=O)Nc1nnc(COc2ccccc2)s1
→ 3.8 | -18.6 | 0.3 | -10.8 | i | -6.3 | 1.1 | -5.4
O=C(NC(O)C(=O)c1ccccc1)c1ccccn1 (stereo unspecified)
→ 10.1 | 12.4 | 0.8 | -5.1 | -1.4 | 1.1 | 2.8 | 2.5
O=C(Nc1ccc(F)cc1)OCCOc1ccc(Br)cc1
→ 10.6 | -7.0 | -0.6 | -2.1 | 6.7 | -7.0 | -2.5 | -5.3
Cc1ccc(C2=NN(C3=NN=C(N)Cc4ncnn43)C(O)(C(F)(F)F)C2)cc1 (stereo unspecified)
→ -269.7 | -8.4 | 0.2 | 2.6 | -17.4 | -0.8 | -0.6 | -7.3
O=C(/C=C/c1cccs1)c1cc(Br)ccc1OC(=O)N1CCOCC1
→ 20.8 | -6.8 | 0.4 | -3.6 | 7.9 | -4.7 | -6.5 | 0.0
CCOC(=O)C1CCCN(Cc2c(C(=O)N3CCCCC3)nc3c(C)cccn23)C1 (stereo unspecified)
→ -4.8 | 1.0 | -1.9 | -9.1 | -12.1 | -8.0 | 4.1 | -1.7
Clc1ccc(OCc2nn3c(-c4ccco4)nnc3s2)c(Cl)c1
→ 5.0 | -0.2 | 0.7 | -3.2 | 9.8 | 2.2 | -0.2 | 1.4
Cc1ccc(CN2CCN(C(=O)CCN3C(=O)c4ccccc4C3=O)CC2)cc1
→ 20.3 | -5.8 | 0.9 | -0.7 | -4.9 | -8.1 | -4.1 | 7.7
Cc1ccc(O)c(-c2cc(C(=O)NCc3ccccc3)[nH]n2)c1
→ -2.4 | -14.5 | 1.7 | -4.6 | 11.6 | 2.7 | -7.9 | 5.3

Of the compounds above, 2 have a furan ring, fused or not:
Below each SMILES – SENP8 block-2 | SENP6 block | SENP1 inh | APOBEC3G inh | Apaf-1 inh | SENP7 inh | SENP8 block-1 | UBC13 inh
CCOc1ccc(S(=O)(=O)NCCSCc2ccco2)cc1
→ 9.4 | -21.9 | -0.8 | 6.4 | 8.7 | 5.6 | -1.3 | 1.5
Clc1ccc(OCc2nn3c(-c4ccco4)nnc3s2)c(Cl)c1
→ 5.0 | -0.2 | 0.7 | -3.2 | 9.8 | 2.2 | -0.2 | 1.4

Shown as a hit in SENP7 inh, among the entries above:
| SMILES | SENP6 block | SENP1 inh | APOBEC3G inh | SENP7 inh | UBC13 inh |
| --- | --- | --- | --- | --- | --- |
| CC(C)(C)NCCCCOc1ccccc1F | 5.5 | -0.5 | -2.2 | 84.2* | -4.0 |

Following part.
Below each SMILES – SENP8 block-2 | SENP6 block | SENP1 inh | APOBEC3G inh | Apaf-1 inh | SENP7 inh | SENP8 block-1 | UBC13 inh
CCOc1cccc(NC(=O)Cn2nc(-c3ccc4c(c3)OCCO4)ccc2=O)c1
→ -147.1 | -13.9 | 1.6 | 0.3 | 6.6 | 1.1 | -9.5 | 5.6
COc1cc(S(=O)(=O)N2CCOCC2)ccc1N
→ 8.1 | 0.9 | 0.9 | -3.8 | 4.1 | -1.5 | -11.0 | 0.2
C/C(=N\OC(=O)c1c(-c2c(F)cccc2Cl)noc1C)c1nccs1
→ 16.3 | 0.2 | 1.9 | -3.0 | 10.6 | -9.8 | 1.1 | 19.9
O=C(O)CCN1C(=O)S/C(=C\c2cccnc2)C1=O
→ 19.8 | -13.1 | 0.9 | -7.7 | 8.0 | -0.8 | -8.5 | -12.0
COc1ccc(N(Cc2cc3cccc(C)c3[nH]c2=O)S(C)(=O)=O)cc1
→ -26.3 | -18.8 | -0.6 | -3.4 | 2.6 | -4.4 | -7.2 | -3.0
CCc1c(C(=O)NNC(=S)NC2CCCCC2)csc1C
→ 2.6 | 0.9 | 1.0 | -9.0 | 5.9 | 1.8 | 7.4 | -3.3
Cn1c2c(c(=O)n(C)c1=O)CN(CCc1ccccc1)CN2
→ -0.9 | -2.7 | 0.3 | -9.3 | -3.0 | 1.9 | 0.3 | 3.7
O=c1cc(-c2ccccc2)nc(SCCOc2ccccc2Cl)[nH]1
→ -5.6 | -19.4 | 0.0 | -4.5 | 13.5 | 0.9 | -11.0 | -7.9
O=C(CNC(=O)c1ccc(Br)o1)NCC1CCCO1 (stereo unspecified)
→ 8.0 | -2.6 | -0.2 | -2.9 | -1.1 | 1.7 | 9.9 | -15.4
COc1ccc(CCNC(=O)c2cccnc2Cl)cc1OC
→ 13.0 | -11.2 | 0.4 | -6.4 | -13.0 | -6.0 | -0.7 | 2.0
CCOc1ccc(C(=O)N[C@H](C(=O)Nc2ccccc2OC)C(C)C)cc1
→ 10.5 | -10.8 | 2.3 | -5.3 | 4.4 | -1.6 | -3.0 | 14.2
Cc1noc(C(=O)NCC2CCCO2)c1Cl (stereo unspecified)
→ 6.1 | -17.8 | -0.5 | -7.8 | -17.3 | 1.6 | -4.0 | 10.0
O=C(Nc1nccs1)C1CCN(S(=O)(=O)c2cnc[nH]2)CC1
→ 33.3 | -2.3 | 1.9 | -0.5 | 7.0 | 10.0 | 1.5 | 3.8
